Compound activity (PubChem)
Integrin act MD: integrin-mediated muscular dystrophy alleviation activation | alpha7betagal myoblasts, beta-gal FDG fluorescence, 48 h | Potency, µM (doses to about 38.3 µM), inactives show at the highest dose activation, most hits filed as activators | 350,000 compounds, 0.064% hits | AID 624291;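 note: potency is the fitted concentration of half-maximal effect; 100% = response of the positive control SU9516; nearly all actives have a fitted effect of over 60% in size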
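Alpha7betagal+/- myoblasts (passage 13) were plated 16-24 hr, then exposed to compounds (1:260 dilution of DMSO stock) for 48 hours at 37C. After MPER lysis, β-galactosidase reporter activity was read as FDG fluorescence (ex 480/em 540) after 30 minutes.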
TSHR antag: blocks TSH signaling through the human TSH receptor; AID 504810; 330,000 compounds, 0.2% hits; activity change, negative = inhibition, % at 11.5 µM; TSHR-expressing cells, TSH-stimulated cAMP HTRF, 2 h; stronger effect = lower value;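 active = activity change below a set negative limit, meaning inhibition stronger than a set level, cut at about -70% in these data; inconclusive = activity change between two set negative limits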; note: % is set by controls: 0 for no effect and ±100 for the full control effect
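TSHR-expressing cells were treated with compounds, then stimulated with TSH at EC80 (4nM final) for 2 hours at 37 deg C. Cellular cAMP was measured by HTRF competition between lysate cAMP and cAMP-d2 for a cryptate-labelled anti-cAMP antibody.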
ELG1 repair inh: inhibitors of ELG1-dependent DNA repair in HEK293T cells | HEK293T ELG1-luciferase reporter, luminescence, 16 h; DNA damage induced by 5-fluorouridine | Potency, µM (titrated, usually from 46.1 µM), inactives show at the top dose activity change, negative = inhibition, actives largely listed as inhibitors | 330,000 compounds, 2.3% hits | AID 504467; note: potency is the fitted concentration of half-maximal effect; % is set by controls: 0 for no effect and ±100 for the full control effect; nearly all actives have a fitted effect of over 55% in size
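Overnight (16 hr) co-exposure of 2,000 cells/well to 5-fluorouridine and compound at 37 °C preceded detection. Luciferase was quantified via ONE-Glo luminescence; loss of signal denotes inhibition.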
ASM inhibitor: human S-ASM enzyme inhibition; P17405; placental ASM, HMU-PC fluorogenic substrate, 60 min; Potency, µM (top dose mostly 57.5 µM), for inactives: at the top dose activity change, negative = inhibition, usual class: inhibitors; 340,000 compounds, 0.006% hits; AID 504937; note: potency is the fitted concentration of half-maximal effect
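qHTS format. ASM enzyme prepared from human placenta hydrolyses the fluorogenic substrate HMU-PC0 (9 uM final) over 60 min at 37 °C after a 10 min compound preincubation.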
AT treatment: potential ataxia-telangiectasia treatment. […] A-T fibroblasts, KAP-1 phosphorylation AlphaLISA; neocarzinostatin DNA damage 30 min before lysis. Potency, µM (doses to about 57.5 µM), without a hit: at the highest dose activation, usual class: activators. 320,000 compounds, 0.19% hits; note: potency is the fitted concentration of half-maximal effect; % of control where 0% means no effect; nearly all actives have a fitted effect of over 45% in size
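hTERT-immortalized A-T patient fibroblasts ([…]), 500 cells/well in OPTI-MEM, 1% FBS, got compounds for 60 min, then NCS for 30 min at 37C. Lysates were then assayed for phospho-KAP-1 by AlphaLISA (anti-pKAP1 donor, anti-KAP1 acceptor beads), 6 hr at 25C.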
Chronic BCR inh: blocks chronic active B-cell receptor signaling. ABC-DLBCL IkBa-CBG/CBR reporter, luminescence ratio, 4 h. Potency, µM (top dose mostly 46.1 µM), for inactives: top-dose ratio change, negative = lower green/red ratio, most hits filed as inhibitors. 340,000 compounds, 0.05% hits; active = well fitted inhibition curve with a large enough effect in the signal ratio, with a control signal flat, not every such curve was filed as active; inconclusive = small, poorly fitted or top-dose-only effect, or effect the other way, or a change in a side signal; the % refers to the signal ratio;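 note: potency is the fitted concentration of half-maximal effect; plate controls were basal doxycycline-induced cells for no effect and cells given 10 µM MG132 for full effect; MG132 reads +100%, hits lower the ratio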
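Concentration-response series (up to 46 uM) were applied to TMD8 dual-reporter cells for 4 h at 37C with doxycycline. Green/red ratio, after filter-overlap correction, defined %Activity; red signal alone was normalised to basal cells and zero luminescence.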
Mito fusion yeast: inhibitors of mitochondrial division or activators of mitochondrial fusion. S. cerevisiae fusion-defective mutant growth rescue, CellTiterGlo 48 h. Potency, µM (highest dose often 46.1 µM), for the others: top-dose growth rescue (activation), hits mostly activators. 320,000 compounds, 0.23% hits;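 note: potency is the fitted concentration of half-maximal effect; % of control where 0% means no effect; nearly all actives have a fitted effect of over 45% in size; temperature-sensitive fusion mutants such as fzo1-1 at 37 °C on non-fermentable ethanol glycerol medium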
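Temperature-sensitive fusion-defective S. cerevisiae (e.g. fzo1-1, mgm1-5) were grown with compound in YPEG medium (3% ethanol, 3% glycerol) for 48 hours at 37C. Growth rescue was measured as viability by CellTiterGlo luminescence after 10 minutes at ambient.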
Tb PFK block: blocks T. brucei phosphofructokinase | O15648 | T. brucei PFK, ADP-Glo luminescence | Potency, µM (top dose mostly 57.5 µM), inactives show at the highest dose activity, negative = inhibition, actives largely listed as inhibitors | 330,000 compounds, 0.17% hits;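 note: potency is the fitted concentration of half-maximal effect; 0% = uninhibited 1x PFK enzyme wells and -100% = no-enzyme wells; nearly all actives have a fitted effect of over 60% in size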
Target sequence (O15648 whole entry, looked up): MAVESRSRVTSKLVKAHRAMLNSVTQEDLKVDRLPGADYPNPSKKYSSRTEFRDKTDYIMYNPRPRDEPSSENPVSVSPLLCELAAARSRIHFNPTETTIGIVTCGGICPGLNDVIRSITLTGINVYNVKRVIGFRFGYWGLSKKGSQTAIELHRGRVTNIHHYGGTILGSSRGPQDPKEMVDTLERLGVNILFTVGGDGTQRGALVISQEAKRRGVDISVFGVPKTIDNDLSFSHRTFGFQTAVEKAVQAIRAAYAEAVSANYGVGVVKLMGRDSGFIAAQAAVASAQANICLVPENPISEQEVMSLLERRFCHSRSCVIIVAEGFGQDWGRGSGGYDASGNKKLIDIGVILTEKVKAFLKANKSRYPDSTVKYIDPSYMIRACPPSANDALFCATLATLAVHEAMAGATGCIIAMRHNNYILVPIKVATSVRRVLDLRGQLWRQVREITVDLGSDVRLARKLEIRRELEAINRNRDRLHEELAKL
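Compounds were pin-transferred as a titration series up to 57 uM into substrate buffer (0.5 mM F6P, 0.1 mM ATP, pH 8.0), then 1.25 nM PFK was added and reactions ran 45 min before ADP-Glo detection.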
TCR activator: activators of T cell receptors. primary human leukocytes, anti-CD3, IL-2 HTRF, 48 h. Potency, µM (titrated, usually from 9.22 µM), inactives show at the top dose activation of IL-2 secretion, hits mostly activators. 330,000 tested, under 10 active; note: % of control where 0% means no effect
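Primary human leukocytes incubated 48 hr with anti-CD3 beads plus compound, without co-stimulation. Secreted IL-2 measured by HTRF (europium cryptate/d2 anti-IL-2 pair, 320 nm excitation, 665 nm emission).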
PTAP TSG101 blk: blocks PTAP/TSG101 interaction to inhibit HIV-1 budding | Q99816 | Fluorescence polarization, FITC-PTAP peptide / Tsg101 binding | Potency, µM (top dose mostly 115 µM), inactives show top-dose activity change, negative = inhibition, usual class: inhibitors | 340,000 tested, under 10 active | AID 493005; active = well fitted inhibition curve with a large enough effect in the main read-out, with a control signal flat, not every such curve was filed as active; inconclusive = small, poorly fitted or top-dose-only effect, or effect the other way, or a change in a side signal; inactive = no such curve, though single readings can be large or run the other way; note: potency is the fitted concentration of half-maximal effect; % of control where 0% means no effect
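Tsg101 binding domain (10 uM final) was mixed with compound and a FITC-labeled PTAP peptide (50 nM final) in HEPES pH 7.5 buffer with NaCl, Tween 20, EDTA and TCEP; fluorescence polarization was read after 20 min at r.t.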
Eya2 inh: Eya2 (human) phosphatase inhibition; recombinant Eya2, OMFP fluorescence dephosphorylation (OMFP is methylfluorescein phosphate); Potency, µM (top dose mostly 76.9 µM), for the others: top-dose activity, negative = inhibition, most hits filed as inhibitors; 330,000 compounds, 0.006% hits; AID 488837; note: potency is the fitted concentration of half-maximal effect; % is set by controls: 0 for no effect and ±100 for the full control effect
Target sequence (O00167 whole entry, looked up): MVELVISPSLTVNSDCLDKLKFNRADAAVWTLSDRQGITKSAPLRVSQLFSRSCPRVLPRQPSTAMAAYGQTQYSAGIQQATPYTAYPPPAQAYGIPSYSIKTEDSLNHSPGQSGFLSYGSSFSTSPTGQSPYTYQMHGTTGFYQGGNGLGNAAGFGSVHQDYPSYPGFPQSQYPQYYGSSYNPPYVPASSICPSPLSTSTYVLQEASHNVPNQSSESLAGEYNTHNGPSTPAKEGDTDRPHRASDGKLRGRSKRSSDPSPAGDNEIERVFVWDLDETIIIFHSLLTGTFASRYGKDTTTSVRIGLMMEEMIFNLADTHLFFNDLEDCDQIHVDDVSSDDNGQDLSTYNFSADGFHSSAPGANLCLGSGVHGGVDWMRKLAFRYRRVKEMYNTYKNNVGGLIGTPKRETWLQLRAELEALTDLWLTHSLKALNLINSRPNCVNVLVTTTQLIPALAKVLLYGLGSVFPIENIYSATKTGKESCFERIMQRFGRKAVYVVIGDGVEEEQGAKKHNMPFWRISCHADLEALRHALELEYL
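Eya2 protein (added as 0.2 uM solution) was preincubated with compound for 10 min at ambient temperature in 50 mM HEPES pH 7.5, 50 mM NaCl, 5 uM MgCl2, 0.05% BSA, 1 mM DTT. OMFP (added at 50 uM) then reacted 10 min; fluorescence read at 485/525 nm.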
The depositor's hits bear a star; [ ] = dose if it differs, or a comment. Unless noted, calls come from the whole dose curve; as a rule, active = well fitted curve in the direction sought with a large enough effect; inconclusive = small, poorly fitted or top-dose-only effect, or another doubt; inactive = no such curve, though single readings can be large; an effect the other way counts as inactive or inconclusive.

`CCN(CC)C(=O)Cn1cc(SCC(=O)NCc2ccco2)c2ccccc21` gave Integrin act MD -10%, TSHR antag 1, ELG1 repair inh -13%, ASM inhibitor 1%, AT treatment 0%, Chronic BCR inh -7%, Mito fusion yeast 7%, Tb PFK block -1%, TCR activator 2%, PTAP TSG101 blk -5% and Eya2 inh 2%.
For COc1cc(CNn2cn[nH]c2=S)cc(Br)c1OCc1ccccc1F the results were Integrin act MD 4%, TSHR antag -4, ELG1 repair inh -8%, ASM inhibitor -13%, AT treatment 1%, Chronic BCR inh -14%, Mito fusion yeast 9%, Tb PFK block -17%, TCR activator -2%, PTAP TSG101 blk -5% and Eya2 inh -9%.
Screening CSCC[C@H](NC(=O)C1CCN(S(=O)(=O)c2ccccc2)CC1)C(=O)NC1CC1 returned Integrin act MD -12%, TSHR antag -1, ELG1 repair inh -3%, ASM inhibitor 3%, AT treatment 3%, Chronic BCR inh -12%, Mito fusion yeast -4%, Tb PFK block 0%, TCR activator -5%, PTAP TSG101 blk -1% and Eya2 inh 7%.
O=C(NCC(=O)N(CC1CCCO1)C1(C(=O)NC2CCCCC2)CCCCC1)c1ccccc1 (stereo not given) was read as Integrin act MD -15%, TSHR antag 3, ELG1 repair inh 12%, ASM inhibitor 2%, Chronic BCR inh -5%, Mito fusion yeast -1%, Tb PFK block -3%, TCR activator 2%, PTAP TSG101 blk -1% and Eya2 inh -1%.
`Cc1ncsc1CCOC(=O)C1C2CC3CC(C2)CC1C3` (stereo not given) gave Integrin act MD 0%, TSHR antag -46, ELG1 repair inh -9%, ASM inhibitor -4%, AT treatment 1%, Chronic BCR inh -2%, Mito fusion yeast 22%, Tb PFK block 4%, TCR activator 5%[46.1 µM], PTAP TSG101 blk -1% and Eya2 inh 0%.
Screening Cc1n[nH]c(C)c1CCC(=O)N/N=C/c1cccs1 returned Integrin act MD 22%, TSHR antag 11, ELG1 repair inh 16%, ASM inhibitor 4%, AT treatment -8%, Chronic BCR inh 1%, Mito fusion yeast 2%, Tb PFK block 5%, TCR activator 4%, PTAP TSG101 blk 1% and Eya2 inh 12%.
COC(=O)c1ccc(C#Cc2ccccc2)o1 was read as Integrin act MD 12%, TSHR antag -3, ELG1 repair inh inconclusive, ASM inhibitor 2%, AT treatment -4%, Chronic BCR inh inconclusive, Mito fusion yeast 0%, Tb PFK block -5%, TCR activator 4%, PTAP TSG101 blk -3% and Eya2 inh -6%.
Screening CC(C)COc1ccc(C(=O)NC(CC(C)C)C(=O)O)cc1 (stereo not given) returned Integrin act MD 8%, TSHR antag -3, ELG1 repair inh -4%, ASM inhibitor -1%, AT treatment 8%, Chronic BCR inh 2%, Mito fusion yeast -1%, Tb PFK block 2%, TCR activator 4%, PTAP TSG101 blk -1% and Eya2 inh -1%.
Screening Cc1cc(-c2ccc(S(=O)(=O)N3CCc4ccccc4C3)s2)on1 returned Integrin act MD -29%, TSHR antag -9, ELG1 repair inh 1%, ASM inhibitor -11%, AT treatment 4%, Chronic BCR inh 3%, Mito fusion yeast 21%, Tb PFK block -2%, TCR activator 3%, PTAP TSG101 blk -6% and Eya2 inh 13%.
Screening CCOCCCNC(=O)c1cccs1 returned Integrin act MD 16%, TSHR antag -6, ELG1 repair inh 1%, ASM inhibitor 4%, AT treatment 2%, Chronic BCR inh -1%, Mito fusion yeast -2%, Tb PFK block 2%, TCR activator -2%, PTAP TSG101 blk -5% and Eya2 inh 20%.
For O=C(Cn1nnc2ccccc2c1=O)N[C@@H](Cc1ccccc1)C(=O)O the results were Integrin act MD 20%, TSHR antag 2, ELG1 repair inh 0%, ASM inhibitor 2%, AT treatment -12%, Chronic BCR inh -10%, Mito fusion yeast -3%, Tb PFK block 1%, TCR activator 4%, PTAP TSG101 blk -4% and Eya2 inh -14%.
`Cc1ccc(N2C(=O)Nc3ccccc3C2(O)C(=O)N2CCN(c3ccccn3)CC2)cc1C` (stereo not given) gave Integrin act MD 4%, TSHR antag -9, ELG1 repair inh inconclusive, ASM inhibitor -1%, AT treatment 6%, Chronic BCR inh -1%, Mito fusion yeast -4%, Tb PFK block 2%, TCR activator 2%, PTAP TSG101 blk -1% and Eya2 inh -10%.
Cc1csc2ncnc(NC3CCN(Cc4ccccc4)CC3)c12 was read as Integrin act MD inconclusive, TSHR antag -9, ELG1 repair inh 7%, ASM inhibitor 1%, AT treatment 3%, Chronic BCR inh -8%, Mito fusion yeast -1%, Tb PFK block -4%, TCR activator 2%, PTAP TSG101 blk 1% and Eya2 inh -4%.
`Cc1ccc(C)c(OCc2cc(C(=O)NC3CCOC(C)(C)C3)no2)c1` (stereo not given) gave Integrin act MD inconclusive, TSHR antag -2, ELG1 repair inh inconclusive, ASM inhibitor 2%, AT treatment 0%, Chronic BCR inh -8%, Mito fusion yeast 1%, Tb PFK block -2%, TCR activator 5% and Eya2 inh -16%.
CN(C)S(=O)(=O)c1cc(NC(=O)COC(=O)C2COc3ccccc3O2)ccc1Cl (stereo not given) was read as Integrin act MD -1%, TSHR antag -1, ELG1 repair inh inconclusive, ASM inhibitor -6%, AT treatment 12%, Chronic BCR inh 0%, Mito fusion yeast 6%, Tb PFK block 0%, TCR activator 7%, PTAP TSG101 blk -2% and Eya2 inh -7%.
`Nc1nnc(SCC(=O)Nc2cc(S(=O)(=O)N3CCOCC3)ccc2Cl)s1` gave Integrin act MD -17%, TSHR antag 35, ELG1 repair inh -12%, ASM inhibitor 2%, AT treatment 22%, Chronic BCR inh 1%, Mito fusion yeast -5%, Tb PFK block -1%, TCR activator 1%, PTAP TSG101 blk -1% and Eya2 inh 24%.
For O=C(NCc1ccncc1)c1ccccc1Nc1ccc(SC(F)F)cc1 the results were Integrin act MD 13%, TSHR antag -20, ELG1 repair inh -2%, ASM inhibitor 0%, AT treatment 2%, Chronic BCR inh -20%, Mito fusion yeast -1%, Tb PFK block -2%, TCR activator 2%, PTAP TSG101 blk -4% and Eya2 inh -17%.
Screening CC1(C)NC(=O)N(CC(O)CN2CCCCC2)C1=O (stereo not given) returned Integrin act MD -18%, TSHR antag -2, ELG1 repair inh 7%, ASM inhibitor -3%, AT treatment 5%, Chronic BCR inh -2%, Mito fusion yeast -3%, Tb PFK block -10%, TCR activator 4%, PTAP TSG101 blk -8% and Eya2 inh 4%.
For COC(=O)c1cnn(-c2ccc(Cl)cc2)c1/C=N/NC(N)=S the results were Integrin act MD -15%, TSHR antag -18, ELG1 repair inh 13µM*, ASM inhibitor -1%, AT treatment -5%, Chronic BCR inh inconclusive, Mito fusion yeast -2%, Tb PFK block 1%, TCR activator -6%, PTAP TSG101 blk -4% and Eya2 inh -1%.
CCCCOC(=O)Nc1nnc(CC)s1 was read as Integrin act MD 26%, TSHR antag 3, ELG1 repair inh inconclusive, ASM inhibitor 4%, AT treatment 1%, Chronic BCR inh inconclusive, Mito fusion yeast 3%, Tb PFK block -6%, TCR activator -1%, PTAP TSG101 blk -6% and Eya2 inh -5%.
Screening c1ccc(N2CCCCC2)c(NC2=NCCC2)c1 returned Integrin act MD -6%, TSHR antag -2, ELG1 repair inh -14%, ASM inhibitor 1%, AT treatment 33%, Chronic BCR inh -2%, Mito fusion yeast 3%, Tb PFK block 3%, TCR activator -2%, PTAP TSG101 blk -6% and Eya2 inh -9%.
